Source: PubChem BioAssay
RmlCD inh 1536 – M. tuberculosis RmlC/RmlD coupled enzyme inhibitors, primary screen, biochemical, compound mixtures, 384-well, from 1536-well plates; dTDP-4-dehydrorhamnose reductase (Mycobacterium tuberculosis (strain ATCC 25618 / H37Rv)) …; RmlC+RmlD coupled enzyme assay, percent inhibition; primary screen in compound mixtures; inhibition, % at 3.6 µM; 0.03% of 160,000 active; AID 1533, 2009; in the data active = inhibition mostly above about 34%, no sharp cut-off; also: some results filed as inactive read as strong as hits
Target sequence (P9WH09 whole entry, looked up): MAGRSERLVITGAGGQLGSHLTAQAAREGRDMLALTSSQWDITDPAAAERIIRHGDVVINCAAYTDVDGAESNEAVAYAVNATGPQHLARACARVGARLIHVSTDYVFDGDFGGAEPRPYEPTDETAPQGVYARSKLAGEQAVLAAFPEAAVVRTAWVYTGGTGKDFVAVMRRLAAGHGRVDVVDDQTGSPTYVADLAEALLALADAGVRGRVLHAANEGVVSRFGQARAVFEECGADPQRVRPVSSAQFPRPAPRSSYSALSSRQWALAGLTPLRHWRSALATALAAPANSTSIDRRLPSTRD
Target sequence (P9WH11 whole entry, looked up): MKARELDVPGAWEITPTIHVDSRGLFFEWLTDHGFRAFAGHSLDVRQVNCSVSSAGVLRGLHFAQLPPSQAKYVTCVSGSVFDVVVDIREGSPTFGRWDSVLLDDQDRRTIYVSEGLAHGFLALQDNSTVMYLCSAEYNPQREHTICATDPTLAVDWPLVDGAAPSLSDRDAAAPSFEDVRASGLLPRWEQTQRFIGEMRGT
M. tuberculosis GlmU – inhibition of mycobacterial GlmU enzyme – biochemical, glucosamine-1-phosphate acetyltransferase (AID 1376); Bifunctional protein GlmU (Mycobacterium tuberculosis (strain ATCC 25618 / H37Rv)); M. tuberculosis GlmU acetyltransferase enzyme assay; higher % means a stronger effect; inhibition, %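 (tested at 30 µM in the primary screen)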; hits with a dose series show IC50 in µM; 0.25% of 220,000 active; in the data active = inhibition above about 13%;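 also: 0% = complete reaction with vehicle and 100% = reaction without substrate; strong numbers were not always called active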
Numbers without * were called inactive; x = not tested or not shown.

Results follow in this order: RmlCD inh 1536, M. tuberculosis GlmU
- Cc1ccc2[nH]c(=O)c(C(c3nnnn3CCc3ccccc3)N3CCOCC3)cc2c1 (stereo unspecified)
  -6, 5.2%
- O=S(=O)(Cc1ccccc1)N1CCc2ccccc2C1
  5, 5.1%
- COC(CNC(=O)c1c[nH]c2ccc(S(=O)(=O)N3CCC4(CC3)OCCO4)cc2c1=O)OC
  x, -2.4%
- Cc1ccc(-c2nc3ccccc3o2)cc1NC(=S)NC(=O)c1cc2ccccc2o1
  -10, 0.4%
- O=C(C[n+]1ccccc1)Nc1ccccc1Br
  5, -0.4%
- COc1ccc(/C=C/CN2CCN(Cc3ccc(C)cc3)C(CCO)C2)cc1 (stereo unspecified)
  13, -4.0%
- C=CC(C)(C)c1cc2cc3ccoc3cc2oc1=O
  x, 3.1%
- N#Cc1ccc(NC(=O)COC(=O)CCc2nc3ccccc3c(=O)[nH]2)cc1
  x, -2.0%
- COc1ccc(/C(C)=N/NC(=O)Cc2c(C)nc(C)[nH]c2=O)cc1
  x, 1.6%
- CCN(CC)C(=O)CSc1nnc(-c2cccs2)n1Cc1ccco1
  8, -2.5%
- CN1CCN(C(=O)C2=C[C@H](c3csc4ccccc34)C[C@H](OCCCCO)O2)CC1
  x, 0.5%
- CCCCOc1ccc(NC(=O)CCSc2nccn2C)cc1
  9, -3.1%
- Nc1ccn(Cc2ccccc2)n1
  3, 0.3%
- Cc1ccc(Nc2nnc(SCC(=O)Nc3cccc(S(=O)(=O)NC4=NCCCCC4)c3)s2)cc1
  -12, -4.5%
- CCCCNC(=S)NCCN1CCN(C(=S)NCCCC)CC1
  22, 7.4%
- CCOCCCn1c(SCc2nc3ccccc3s2)nc2ccccc2c1=O
  -13, -0.2%
- Cc1ccc(S(=O)(=O)/N=S(/c2ccccc2)C(C)C)cc1 (stereo unspecified)
  -15, -2.2%
- O=C(c1ccco1)c1cn(CC(=O)N2CCCc3ccccc32)c2ccccc12
  -2, 0.9%
- Cc1ccccc1-n1c(SCC(=O)NCc2cccs2)nc2ccccc2c1=O
  4, 6.7%
- Cc1ccccc1CS(=O)(=O)CCC(=O)NCCCN1CCN(c2ccccc2F)CC1
  2, -6.3%
- O=C(O)C1CC(=O)n2c(nc3ccccc32)S1 (stereo unspecified)
  -7, 2.1%
- O=C(Cn1nnc(-c2ccc(F)cc2)n1)N1CCCCC1
  -11, -1.8%
- CCCCn1c(=S)[nH]c2ccc(N3CCOCC3)cc2c1=O
  2, -2.2%
- CCO[C@H]1OC(C(N)=O)=C[C@@H](c2coc3ccccc3c2=O)[C@@H]1CCCO
  x, 1.9%
- O=C(CCCn1c(=O)c2ccccc2n(CC(=O)NCc2ccco2)c1=O)NCc1ccco1
  10, 0.5%
- Cc1ccc(C(=O)C2(C)N(O)C(C)C(c3cccs3)=[N+]2[O-])cc1 (stereo unspecified)
  x, 5.0%
- CCN(CC)CCN(C(=O)Cn1nnc(-c2ccc(C)o2)n1)C(C(=O)NC(C)(C)C)c1cccs1 (stereo unspecified)
  10, 6.8%
- Cc1ccc(-n2cc(C(=O)c3cc(Cl)ccc3O)cc(C#N)c2=O)cc1
  4, -3.3%
- O=C1C(C=NCCCn2ccnc2)=C(O)c2ccccc21
  x, 3.4%
- CC(NC(=O)/C(=C\c1ccco1)NC(=O)c1ccccc1Br)C(=O)O (stereo unspecified)
  -11, 1.8%
- CN(C[C@H](Cc1ccccc1)N(C[C@H](Cc1ccccc1)N(CCc1cc(C(F)(F)F)cc(C(F)(F)F)c1)N=O)N=O)N=O
  x, -2.6%
- CCOc1ccc(NC(=O)c2cn(CC(C)C)c(=O)c3c2c2ccccc2n3C)cc1
  -5, 1.9%
- Cc1cccc(NC(=O)C2CCCN2S(=O)(=O)c2cccc3cccnc23)c1 (stereo unspecified)
  -13, -0.6%
- C=CCn1c(COc2ccccc2F)nnc1SCC(=O)c1c[nH]c2ccccc12
  8, 0.7%
- Cn1c(Cn2nnc3ccccc32)nnc1SCC(=O)N1c2ccccc2CCc2ccccc21
  -6, 0.7%
- CC(C)(C)C(=O)CN1C2=NCCN2c2ccccc21
  2, 0.3%
- Cn1cc([N+](=O)[O-])c(C(=O)NCc2ccco2)n1
  x, -0.1%
- O=C(O)c1ccccc1OCc1ccccc1Br
  12, -2.6%
- O=C(Oc1cccnc1)c1ccccc1[N+](=O)[O-]
  -4, 5.2%
- Cc1c(-c2ccccc2Cl)nc2ccccc2c1C(=O)O
  9, x
- CCSc1nc(-c2cccs2)nc2c1c(=O)n(C)c(=O)n2C
  x, -3.4%
- O=C(CN1CCCCCC1)Nc1ccc(F)c(F)c1F
  -3, 0.1%
- CCn1cc(CNC(=O)c2cc(COc3ccc(F)cc3Cl)on2)cn1
  -5, 0.3%
- Cc1nc(SCC(=O)NC(C)(C)C)c2c(-c3cccs3)csc2n1
  26, 1.4%
- CS(=O)(=O)N1N=C(c2ccco2)CC1c1cccc([N+](=O)[O-])c1 (stereo unspecified)
  6, 3.9%

Two entries picked at random from the list so far:
Results follow in this order: RmlCD inh 1536, M. tuberculosis GlmU
- O=C(CN1CCCCCC1)Nc1ccc(F)c(F)c1F
  -3, 0.1%
- CCn1cc(CNC(=O)c2cc(COc3ccc(F)cc3Cl)on2)cn1
  -5, 0.3%

(list continues)
Results follow in this order: RmlCD inh 1536, M. tuberculosis GlmU
- Cc1[nH]c2ccccc2c1C(c1ccncc1)N1CCN(c2ccc(F)cc2)CC1 (stereo unspecified)
  12, 0.1%
- COc1ccc(Br)cc1CNc1ccc2[nH]c(=O)[nH]c2c1
  7, -7.1%
- CC1(C)Cc2c(sc(/N=C/N3CCCCCC3)c2C#N)C(C)(C)N1
  6, 2.8%
- COc1ccc(CCNC(=O)CCc2ccc(S(=O)(=O)NCC(C)C)cc2)cc1OC
  x, -2.6%
- CCn1c(SCC(=O)Nc2ccc(C(=O)OC)cc2)nnc1-c1cccs1
  -3, -0.9%
- CC(C)CC(=O)N(Cc1ccc(F)cc1)C1CCS(=O)(=O)C1 (stereo unspecified)
  31, 6.9%
- CCOC(=O)Nc1ccc(OC)cc1S(=O)(=O)N1CCCCC1
  -5, 3.4%
- COc1ccccc1NC(=O)N(Cc1ccc2c(c1)OCO2)Cc1nc2ccccc2c(=O)[nH]1
  0, 0.8%
- Fc1ccc(NC(=S)N2CCN(c3cccc(C(F)(F)F)c3)CC2)cc1
  -5, 3.1%
- O=C(/C=C/c1ccccc1[N+](=O)[O-])c1ccc(F)cc1
  5, 3.2%
- O=C(NCC1CCCO1)C(C(=O)c1ccccc1)n1cc(Cl)ccc1=O (stereo unspecified)
  -3, 1.0%
- CCOC(=O)c1cccc(NC(=O)CCS(=O)(=O)c2cccs2)c1
  17, 1.5%
- Cc1nn(-c2ccccc2)c(=O)c2noc(C)c12
  -3, -4.2%
- COc1ccc(NC(=O)Cn2c(=O)oc3ccccc32)cc1
  22, 6.4%
- COCc1[nH][nH]c(=O)c1C=Nc1ccc(Oc2ccccc2)cc1
  14, -9.4%

Reformatted with bars between the fields: seven of the compounds above.
smiles | RmlCD inh 1536 | M. tuberculosis GlmU
COc1ccc(Br)cc1CNc1ccc2[nH]c(=O)[nH]c2c1 | 7 | -7.1%
CC1(C)Cc2c(sc(/N=C/N3CCCCCC3)c2C#N)C(C)(C)N1 | 6 | 2.8%
COc1ccc(CCNC(=O)CCc2ccc(S(=O)(=O)NCC(C)C)cc2)cc1OC | x | -2.6%
CCn1c(SCC(=O)Nc2ccc(C(=O)OC)cc2)nnc1-c1cccs1 | -3 | -0.9%
CC(C)CC(=O)N(Cc1ccc(F)cc1)C1CCS(=O)(=O)C1 (stereo unspecified) | 31 | 6.9%
CCOC(=O)Nc1ccc(OC)cc1S(=O)(=O)N1CCCCC1 | -5 | 3.4%
COc1ccccc1NC(=O)N(Cc1ccc2c(c1)OCO2)Cc1nc2ccccc2c(=O)[nH]1 | 0 | 0.8%

Later entries:
Results follow in this order: RmlCD inh 1536, M. tuberculosis GlmU
- O=C(O)c1cccnc1Sc1ncnc2sc3c(c12)CCC3
  x, 0.2%
- COC(=O)C(Cc1c[nH]c2ccccc12)NC(=O)C(C)C (stereo unspecified)
  x, -5.2%
- COc1ccc(Cl)cc1C(=O)Nn1c(-c2cccs2)nc2ccccc2c1=O
  -4, 0.3%
- O=C(NCCOC(=O)c1ccccc1C(=O)OCCNC(=O)c1cccnc1)c1cccnc1
  -6, -2.4%
- COc1cccc2cc(-c3nnc(SCC(=O)NCCc4ccccc4)n3C)oc12
  x, -6.1%
- CCCCc1nc2ccccc2n1CC(=O)NN
  -10, 3.7%
- NC(=O)[C@@H]1CCOc2c(F)cc([N+](=O)[O-])cc2C(=O)N[C@@H](CO)C(=O)NCC(=O)N1
  x, 3.2%
- CCOC(=O)c1c(NC(=O)CN2CCOCC2)sc2c1CC(C)(C)OC2
  -6, -0.8%
- CCn1cc(CN2N=C(C)CC2c2ccccc2)c(C)n1 (stereo unspecified)
  4, 9.2%
- Cc1ccc(/C=C2/C(=O)ON=C2c2ccccc2)o1
  -6, 5.1%
- CC(=O)c1cccc(NC(=O)COc2nsnc2N2CCOCC2)c1
  5, 1.7%
- Cc1nc2nc(CSc3nc4ccccc4s3)cc(=O)n2[nH]1
  x, -2.0%
- Cc1ccc(CCN2CC(C(=O)NCCCN3CCN(C)CC3)CC2=O)cc1 (stereo unspecified)
  11, 2.0%
- CCOc1ccccc1N1CN(C2CCCCC2)CNC1=S
  6, 0.9%
- NC(=O)c1ccccc1NC(=O)COc1ccc(Cl)cc1
  x, -1.0%
- CCCCc1ccc(NC(=O)N[C@@H](C)C(=O)O)cc1
  x, 4.1%
- Cc1cc(=O)[nH]c(N/N=C2/CCCC/C2=C\c2ccccc2)n1
  5, 5.1%
- CC(C)(C)C1CCC(OCC(O)CN2CCN(c3ccccc3)CC2)CC1 (stereo unspecified)
  x, 0.3%
- Cc1c(-n2c(SCC(N)=O)nc3ccccc3c2=O)c(=O)n(-c2ccccc2)n1C
  -6, 4.6%
- CCCCCC(=O)Nc1ccc(-c2csc(N)n2)cc1
  x, -0.9%
- Cc1nnc2sc(-c3ccccn3)nn12
  -13, 3.6%
- CNc1ccc(/C=C2\COc3ccccc3C2=O)cc1[N+](=O)[O-]
  x, 2.3%
- COc1ccc(-c2c3c(=O)n(C)c(=O)n(C)c3cn2-c2ccccc2O)cc1
  x, 6.2%
- COc1ccc(/C=C(/C#N)C(=O)Nc2cccc([N+](=O)[O-])c2)cc1C(=O)O
  4, -7.5%
- CC1CCC(C(C)C)C(OC(=O)C[n+]2cccc(C(N)=O)c2)C1 (stereo unspecified)
  8, 0.3%
- O=C(Nc1cccc(Cl)c1)N1CCN2C(=O)c3ccccc3C12c1ccccc1 (stereo unspecified)
  x, 3.3%
- CC(=O)c1c(O)n(C)c(=S)n(-c2ccccc2)c1=O
  15, -2.3%
- O=C(c1cc(N2C(=O)C3C4CCC(C4)C3C2=O)ccc1Cl)N1CCN(c2ccc(F)cc2)CC1 (stereo unspecified)
  -10, 0.7%
- CSc1ccccc1NC(=O)c1ccoc1C
  10, -6.0%
- O=C(Cc1c[nH]c2ccccc12)NCc1ccc(Cl)cc1Cl
  -9, -0.6%
- COc1ccccc1C(=O)C1CCCN(Cc2ccc3c(c2)OCCO3)C1 (stereo unspecified)
  x, -0.9%
- O=C(CNC(=O)c1ccco1)OCN1C(=O)c2ccccc2C1=O
  -8, 5.7%
- COC(=O)CNc1nc(C2CC2)nc2c1nnn2Cc1ccccc1Cl
  13, 1.9%
- CCOC(=O)Cc1nc2nc(C)cc(C)n2n1
  -8, -2.6%
- CN(C(=O)CSc1nc(N)c2c3c(sc2n1)CSC(C)(C)C3)c1ccccc1
  -9, -3.5%
- COc1cccc(NC(=O)Cc2c(O)c3ccccc3[nH]c2=O)c1
  -4, -3.7%
- Clc1ccccc1OCc1nc(-c2ccncc2)no1
  x, -2.3%
- O=c1[nH]c(CSc2ccccn2)nc2ccccc12
  8, x
- Cc1cc(C)nc(SCc2nnc(SCC(=O)NCc3ccco3)n2-c2ccccc2)n1
  x, 1.4%
- Cc1nc(N2CCC(C)CC2)c2c(C)c(C(=O)O)sc2n1
  -4, 1.7%
- CC(C)C[C@H](NC(=O)OC(C)(C)C)C(=O)N1CCC(C(=O)O)CC1
  x, 4.9%
- COc1cc2c(cc1NC(=O)Nc1cccc(C)c1)oc1ccccc12
  x, -3.3%
- CC(C)(C)C(=O)C(Cc1ccccc1Cl)n1cncn1 (stereo unspecified)
  10, -6.8%
- COC(=O)c1ccc(-n2c(C)cc(/C=N/Nc3nc(C)cc(=O)[nH]3)c2C)cc1
  x, -2.4%
- Cc1ccc(NC(=S)N2CCC(c3ccc(C)cc3)C2)cc1 (stereo unspecified)
  x, -4.1%
- CC(=O)Nc1ccc(NC(=O)COc2ccc([N+](=O)[O-])cc2)cc1
  0, -8.6%
- Cc1nc(NC(=S)NC(=O)c2cccs2)sc1C(=O)N(C)C
  46, -7.9%
- Cc1ccc(OCC(=O)OCC(=O)Nc2sccc2C(N)=O)cc1C
  10, -2.9%
- CN1CCN(C(=O)c2cnn3c(C(F)(F)F)cc(-c4ccc5c(c4)OCO5)nc23)CC1
  -6, 2.5%
- CSc1cccc(CN2CCC(CO)(Cc3cccc(C(F)(F)F)c3)CC2)c1
  4, 2.2%

A portion of the library. The share of hits here may be higher or lower than overall.
